GRP78 ERSR act = qHTS for Inducers of the Endoplasmic Reticulum Stress Response (ERSR) in Human Glioma: qHTS | U87-MG GRP78 promoter luciferase reporter, 16 h | Potency, µM, for inactives: at the top dose activation, most hits filed as activators | 420,000 compounds, 0.02% hits | AID 602332, 2012; note: potency is the fitted concentration of half-maximal effect; series mostly up to about 76 µM; % of control where 0% means no effect; nearly all actives have a fitted effect of over 35% in size
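ERSR induction read as luciferase luminescence (Bright-Glo, 10 min at room temperature) in stably transfected human U87-MG glioma cells exposed to compounds for 16 h, using GRP78 as sensor.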
RXFP1 agonist = qHTS Assay for Agonists of the Relaxin Receptor RXFP1. Relaxin receptor 1 (Homo sapiens), Q9HBX9. HEK293T-RXFP1 cAMP TR-FRET, 30 min; response scale: percent of porcine relaxin response, buffer zero. Potency, µM (highest dose often 57.5 µM), for inactives: at the top dose activation, actives largely listed as activators. 370,000 compounds, 0.3% hits. AID 2676, 2010; note: potency is the fitted concentration of half-maximal effect; % is set by controls: 0 for no effect and ±100 for the full control effect; nearly all actives have a fitted effect of over 60% in size; many of its hits are not listed in these tables
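HEK293T cells stably expressing RXFP1 were pretreated with the PDE4 inhibitor Ro 20174, exposed to compounds for 30 min at 37C, lysed, and cAMP was read by TR-FRET. Data normalized to buffer (basal) and 29 nM porcine relaxin (100%).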
Vif-A3G inh = qHTS for Inhibitors of Vif-A3G Interactions: qHTS | DNA dC->dU-editing enzyme APOBEC-3G (Homo sapiens), Q9HC16 | HeLa A3G-eYFP + Vif (tagged APOBEC3G with the HIV-1 protein that degrades it), YFP fluorescence, overnight | Potency, µM (highest dose often 46.1 µM), without a hit: at the highest dose activity, negative = active, actives largely listed as inhibitors | 410,000 compounds, 0.076% hits;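 note: potency is the fitted concentration of half-maximal effect; % is set by controls: 0 for no effect and ±100 for the full control effect; nearly all actives have a fitted effect of over 60% in size; hits raise eYFP signal because A3G escapes Vif-driven loss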
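Read-out is eYFP fluorescence (Ex 488/Em 500-530) from Vif-expressing HeLa A3G-eYFP cells; more signal means A3G escaped Vif-mediated degradation. Cells plated overnight, compound pinned in, incubated overnight at 37 deg C.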
PI4K2A block = qHTS for small molecular inhibitors of PI4K2A; Phosphatidylinositol 4-kinase type 2-alpha (Homo sapiens), Q9BTU6; purified PI4K2A, ADP-Glo luminescence, 1 h; hits give low values; activity change, negative = inhibition, % at 76.9 µM; 420,000 compounds, 0.13% hits; AID 1346378, 2018; in the data active = activity change below about -50%;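 note: -100% = wells without enzyme as full effect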
Target sequence (Q9BTU6 whole entry, looked up): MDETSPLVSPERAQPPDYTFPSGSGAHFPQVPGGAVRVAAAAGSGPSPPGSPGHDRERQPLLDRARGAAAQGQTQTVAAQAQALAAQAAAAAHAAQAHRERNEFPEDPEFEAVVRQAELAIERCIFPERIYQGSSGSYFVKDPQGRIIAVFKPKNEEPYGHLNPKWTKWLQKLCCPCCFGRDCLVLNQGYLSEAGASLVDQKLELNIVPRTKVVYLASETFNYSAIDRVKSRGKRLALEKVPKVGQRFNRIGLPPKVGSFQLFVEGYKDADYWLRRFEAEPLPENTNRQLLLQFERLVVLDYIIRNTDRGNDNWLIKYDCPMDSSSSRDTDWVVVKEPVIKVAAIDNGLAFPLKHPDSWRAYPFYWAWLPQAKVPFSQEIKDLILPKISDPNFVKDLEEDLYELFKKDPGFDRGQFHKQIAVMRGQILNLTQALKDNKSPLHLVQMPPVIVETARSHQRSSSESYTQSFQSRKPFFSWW
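PI4K2A activity was measured by ADP-Glo luminescence: enzyme (4 ug/mL stock) and phosphatidylinositol (1.2 mM stock) in Tris pH 7.5/MgCl2/EGTA/Triton X-100 buffer were reacted with ATP (300 microM stock) for one hour at ambient temperature.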
IDH1 R132H inh = qHTS for Inhibitors of mutant isocitrate dehydrogenase 1 (IDH1): qHTS; Potency, µM (titrated, usually from 76.6 µM), for the others: top-dose activity change, negative = inhibition, most hits filed as inhibitors; Isocitrate dehydrogenase [NADP] cytoplasmic (Homo sapiens), O75874; IDH1-R132H enzyme, NADPH consumption, diaphorase/resazurin fluorescence; 390,000 compounds, 0.093% hits; note: potency is the fitted concentration of half-maximal effect; % is set by controls: 0 for no effect and ±100 for the full control effect; nearly all actives have a fitted effect of over 65% in size
Target sequence (O75874 whole entry R132H, stated change not applied): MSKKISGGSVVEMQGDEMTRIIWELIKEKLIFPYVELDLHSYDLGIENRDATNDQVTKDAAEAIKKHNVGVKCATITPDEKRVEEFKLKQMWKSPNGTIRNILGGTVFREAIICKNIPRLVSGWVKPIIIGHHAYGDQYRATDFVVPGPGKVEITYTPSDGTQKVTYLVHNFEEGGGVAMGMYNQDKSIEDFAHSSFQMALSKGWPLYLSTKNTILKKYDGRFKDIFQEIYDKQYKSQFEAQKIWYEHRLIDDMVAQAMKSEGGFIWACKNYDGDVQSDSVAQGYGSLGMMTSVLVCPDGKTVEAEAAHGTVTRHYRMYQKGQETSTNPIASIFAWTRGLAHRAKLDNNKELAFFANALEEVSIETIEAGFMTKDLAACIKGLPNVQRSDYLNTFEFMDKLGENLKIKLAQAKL
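IDH1-R132H (0.5 ug/mL) preincubated 30 min with compound, then NADPH (0.016 mM) and alpha-KG (2 mM) added; 80 min at RT, pH 7.5. Remaining NADPH coupled via diaphorase/resazurin to fluorescence (540/590 nm); concentration-response curves normalized to no-enzyme control.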
LDHA inh = qHTS assay for inhibitors of human lactate dehydrogenase | L-lactate dehydrogenase A chain (Homo sapiens), P00338 | activity change, % (values are at about 110 or 230 µM) | AID 1347041, 2019 | purified LDHA, NADH/diaphorase-resazurin fluorescence; hits give low values | 480,000 compounds, 0.15% hits; in the data active = activity change below about -30%;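 note: plate controls were DMSO wells for no effect and wells without enzyme for full effect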
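Remaining NADH was detected by diaphorase (0.133 mg/mL) converting 37 µM resazurin to fluorescent resorufin, read at 0 and 20 minutes. The preceding 5-minute room-temperature reaction used 2 nM LDHA, 0.2 mM sodium pyruvate and 0.06 mM NADH at pH 7.4.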
Vif-A3F inh = qHTS for Inhibitors of Vif-A3F Interactions: qHTS; HeLa A3F-eYFP + Vif (tagged APOBEC3F with the HIV-1 protein that degrades it), YFP fluorescence increase; Potency, µM (top dose mostly 46.1 µM), inactives show at the top dose activity, negative = active; 390,000 compounds, 0.2% hits; AID 602313, 2012; note: potency is the fitted concentration of half-maximal effect; % of control where 0% means no effect; nearly all actives have a fitted effect of over 65% in size
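Fluorescence increase (Ex 488/Em 500-530) after overnight compound treatment at 37 deg C flags inhibition of Vif-driven A3F-eYFP loss in stable HeLa A3F-eYFP/Vif cells seeded overnight beforehand.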
TrxR1 substrate = qHTS Assay for Substrates of Mammalian Selenoprotein Thioredoxin Reductase 1 (TrxR1): qHTS | Thioredoxin reductase 1, cytoplasmic (Rattus norvegicus), O89049 | purified TrxR1 substrate turnover, NADPH consumption readout | Potency, µM (top dose mostly 114 µM), inactives show at the highest dose activity change, negative = substrate turnover | 390,000 compounds, 0.01% hits | AID 588456, 2011; note: potency is the fitted concentration of half-maximal effect; % is set by controls: 0 for no effect and ±100 for the full control effect; nearly all actives have a fitted effect of over 50% in size
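Rat TrxR1, dispensed at 90 nM, was prereduced with 400 uM NADPH (final) for 5 min at ~22 deg C, then incubated with compound 15 min before 400 uM selenite. A first-read NADPH fluorescence drop versus no-compound background flagged substrates.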
USP1 inh = Inhibitors of USP1/UAF1: Primary Screen; Ubiquitin carboxyl-terminal hydrolase 1 (Homo sapiens), O94782; recombinant USP1/UAF1, Ub-Rhodamine cleavage fluorescence; Potency, µM (top dose mostly 57.1 µM), without a hit: at the highest dose activity change, negative = inhibition, actives largely listed as inhibitors; 390,000 compounds, 0.23% hits; AID 743255, 2014; note: potency is the fitted concentration of half-maximal effect; % is set by controls: 0 for no effect and ±100 for the full control effect; nearly all actives have a fitted effect of over 60% in size; inactives centre near -12
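USP1/UAF1 complex (1 nM) preincubated 15 min at room temperature with compound, then Ub-Rho substrate (150 nM final) added. Kinetic fluorescence at 480/540 nm over 6 reads at 60 s intervals; 50 mM HEPES pH 7.8, 0.5 mM EDTA, 0.1 mg/ml BSA, 1 mM TCEP, 0.01% Tween-20.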
The depositor's hits bear a star; & = joins results of further samples; [ ] = remark or other dose. Unless noted, calls come from the whole dose curve; as a rule, active = well fitted curve in the direction sought with a large enough effect; inconclusive = small, poorly fitted or top-dose-only effect, or another doubt; inactive = no such curve, though single readings can be large; an effect the other way counts as inactive or inconclusive.

What do the screens show for `CCCCCC(=O)Nc1cccc(C2=NOC3(C2)C[C@@H](C(N)=O)N(C(=O)CC(c2ccccc2)c2ccccc2)C3)c1` (some centres not stated)?
GRP78 ERSR act: 0%; RXFP1 agonist: 5.2%; Vif-A3G inh: 0%; PI4K2A block: 2; IDH1 R132H inh: -3%; LDHA inh: 1; Vif-A3F inh: 8%; TrxR1 substrate: -3%[57.1 µM]; USP1 inh: 14%

What do the screens show for `COc1ccc(S(=O)(=O)NCCOc2ccccc2)cc1C`?
GRP78 ERSR act: -1%; RXFP1 agonist: 1.8%; Vif-A3G inh: -8%; PI4K2A block: 5; IDH1 R132H inh: 10%; LDHA inh: -2; Vif-A3F inh: -13%; TrxR1 substrate: -8%; USP1 inh: -6%

Results for Cc1cccc(Cn2cnc3c(N)c(C)c(C)cc32)c1 ?
GRP78 ERSR act: -5%; RXFP1 agonist: 0.7%; Vif-A3G inh: -2%; PI4K2A block: -10; IDH1 R132H inh: 17%; LDHA inh: 1; Vif-A3F inh: 3%; TrxR1 substrate: 10%; USP1 inh: -7%

Results for CCOC(=O)C1(CCOc2ccccc2)CCN(Cc2cc(OC)ccc2OC)CC1 ?
GRP78 ERSR act: -2%; RXFP1 agonist: -1.4%; Vif-A3G inh: 5%; PI4K2A block: -5; IDH1 R132H inh: 12%; LDHA inh: 4; Vif-A3F inh: -5%; TrxR1 substrate: -3%; USP1 inh: -15%

Results for COC(=O)c1c(NC(=O)CCCOc2ccc(C(C)(C)C)cc2)sc2c1C(C(=O)OC)CC2 (configuration not stated) ?
GRP78 ERSR act: -1%; RXFP1 agonist: 3.0%; Vif-A3G inh: 10%; PI4K2A block: 0; IDH1 R132H inh: -3%; LDHA inh: 4; Vif-A3F inh: -2%; TrxR1 substrate: 1%; USP1 inh: -10%

How did CCCCCNC(=O)CCCCn1c(=O)[nH]c2cc(OCC)c(OCC)cc2c1=O do in these assays?
GRP78 ERSR act: -3%; RXFP1 agonist: 1.5%; Vif-A3G inh: 0%; PI4K2A block: -4; IDH1 R132H inh: 0%; LDHA inh: -6; Vif-A3F inh: -9%; TrxR1 substrate: -1%[57.1 µM]; USP1 inh: 5%

What do the screens show for `COCCNC(=O)C1CCN(C(=O)C2CC(=O)N(c3ccc(C)cc3)C2)CC1` (configuration not stated)?
GRP78 ERSR act: -2%; RXFP1 agonist: 0.5%; Vif-A3G inh: -2%; PI4K2A block: -3; IDH1 R132H inh: 3%; LDHA inh: 0; Vif-A3F inh: -9%; TrxR1 substrate: 0%[57.1 µM]; USP1 inh: -9%

What do the screens show for `CC(Oc1ccc2c3c(c(=O)oc2c1)CCC3)C(=O)NCCCn1ccnc1` (configuration not stated)?
GRP78 ERSR act: -5%; RXFP1 agonist: 0.8%; Vif-A3G inh: -4%; PI4K2A block: 0; IDH1 R132H inh: 0%; LDHA inh: 2; Vif-A3F inh: 1%; TrxR1 substrate: 11%; USP1 inh: -16%

How did O=C(c1ccccc1)N1CCN(Cc2c[nH]c3ccccc23)CC1 do in these assays?
GRP78 ERSR act: -3%; RXFP1 agonist: 0.3%; Vif-A3G inh: -1%; PI4K2A block: 1; IDH1 R132H inh: 4%; LDHA inh: 0&5; Vif-A3F inh: 0%; TrxR1 substrate: 1%; USP1 inh: -1%

How did CC(=O)c1ccc(NC(=O)c2cccs2)cc1 do in these assays?
GRP78 ERSR act: -1%; RXFP1 agonist: 0.2%; Vif-A3G inh: 0%; PI4K2A block: 0; IDH1 R132H inh: 2%; LDHA inh: -12; Vif-A3F inh: 3%; TrxR1 substrate: 6%; USP1 inh: -10%

How did O=C(COc1cccc2ccccc12)Nc1nc2ccccc2[nH]1 do in these assays?
GRP78 ERSR act: -4%; RXFP1 agonist: 1.3%; Vif-A3G inh: -16%; PI4K2A block: -9; IDH1 R132H inh: 0%; LDHA inh: 1; Vif-A3F inh: -5%; TrxR1 substrate: -6%; USP1 inh: -28%

What do the screens show for `Cc1ccc(C)c(CN2CCC(CNC(=O)Nc3ccc(Br)cc3F)CC2)c1`?
GRP78 ERSR act: -12%&-7%; RXFP1 agonist: 2.5%&4.8%; Vif-A3G inh: -1%&0%; PI4K2A block: 6&1; IDH1 R132H inh: -3%&0%; LDHA inh: -1&-1; Vif-A3F inh: 1%&-2%; TrxR1 substrate: 0%&-13%; USP1 inh: -20%&-7%

Results for CC(C)c1ccc(N(CC(=O)NC(C)(C)C)C(=O)CCC(=O)Nc2nccs2)cc1 ?
GRP78 ERSR act: -5%; RXFP1 agonist: -0.5%; Vif-A3G inh: -5%; PI4K2A block: -7; IDH1 R132H inh: -3%; LDHA inh: -1; Vif-A3F inh: 1%; TrxR1 substrate: -2%; USP1 inh: -20%

What do the screens show for `CCCc1cc(=O)[nH]c(SCc2cccnc2)n1`?
GRP78 ERSR act: -6%; RXFP1 agonist: 0.5%; Vif-A3G inh: 1%; PI4K2A block: -4; IDH1 R132H inh: 8%; LDHA inh: 1; Vif-A3F inh: -8%; TrxR1 substrate: 1%; USP1 inh: -17%

What do the screens show for `O=C(NCCc1ccc(Cl)cc1)c1ccc(=O)[nH]c1`?
GRP78 ERSR act: 3%; RXFP1 agonist: 0.9%; Vif-A3G inh: -3%; PI4K2A block: -2; IDH1 R132H inh: 0%; LDHA inh: -2; Vif-A3F inh: 8%; TrxR1 substrate: -1%; USP1 inh: -12%

Results for Cc1ccc(N2C(=O)C3C4C=CC(C4)C3C2=O)cc1 (configuration not stated) ?
GRP78 ERSR act: 1%; RXFP1 agonist: 1.0%; Vif-A3G inh: -1%; PI4K2A block: 5; IDH1 R132H inh: 2%; LDHA inh: -1; Vif-A3F inh: 3%; TrxR1 substrate: 10%[57.1 µM]; USP1 inh: -7%

What do the screens show for `CCN(CC)c1ccc(/C=N/Nc2nc(C)cc(=O)[nH]2)cc1`?
GRP78 ERSR act: 1%; RXFP1 agonist: -1.5%; Vif-A3G inh: 0%; PI4K2A block: 1; IDH1 R132H inh: -1%; LDHA inh: -1; Vif-A3F inh: 3%; TrxR1 substrate: 0%; USP1 inh: -11%

Results for CC(C)OC(=O)C1C(=O)CC(C)(O)C(C(=O)OC(C)C)C1c1cccnc1 (configuration not stated) ?
GRP78 ERSR act: -4%; RXFP1 agonist: 0.7%; Vif-A3G inh: 0%; PI4K2A block: 3; IDH1 R132H inh: 0%; LDHA inh: 0; Vif-A3F inh: -1%; TrxR1 substrate: 6%; USP1 inh: -6%

What do the screens show for `CC(Sc1nc2ccccc2s1)C(=O)Nc1nnc(C(C)C)s1` (configuration not stated)?
GRP78 ERSR act: -3%; RXFP1 agonist: 0.1%; Vif-A3G inh: 0%; PI4K2A block: -8; IDH1 R132H inh: 2%; LDHA inh: -1; Vif-A3F inh: -2%; TrxR1 substrate: 9%[57.1 µM]; USP1 inh: -13%

How did Cc1sc2nc(SCC(=O)N3CCCC3)[nH]c(=O)c2c1C do in these assays?
GRP78 ERSR act: 0%; RXFP1 agonist: 0.7%; Vif-A3G inh: -3%; PI4K2A block: -6; IDH1 R132H inh: 2%; LDHA inh: -2&12; Vif-A3F inh: 0%; TrxR1 substrate: 2%; USP1 inh: -5%

What do the screens show for `CCC1(CC)C(=O)C2=C3C1[C@H](C(=O)OC)CC(C(=O)OC)C[C@H]3n1c(=O)n(C)c(=O)n1[C@H]2C` (some centres not stated)?
GRP78 ERSR act: 1%&-2%; Vif-A3G inh: 0%&4%; PI4K2A block: 2; IDH1 R132H inh: 5%; LDHA inh: 3; Vif-A3F inh: -8%; TrxR1 substrate: 4%&-1%; USP1 inh: -8%

Retrieved by structure from the entries so far, two records:
What do the screens show for `CCCc1cc(=O)[nH]c(SCc2cccnc2)n1`?
GRP78 ERSR act: -6%; RXFP1 agonist: 0.5%; Vif-A3G inh: 1%; PI4K2A block: -4; IDH1 R132H inh: 8%; LDHA inh: 1; Vif-A3F inh: -8%; TrxR1 substrate: 1%; USP1 inh: -17%

What do the screens show for `CCC1(CC)C(=O)C2=C3C1[C@H](C(=O)OC)CC(C(=O)OC)C[C@H]3n1c(=O)n(C)c(=O)n1[C@H]2C` (some centres not stated)?
GRP78 ERSR act: 1%&-2%; Vif-A3G inh: 0%&4%; PI4K2A block: 2; IDH1 R132H inh: 5%; LDHA inh: 3; Vif-A3F inh: -8%; TrxR1 substrate: 4%&-1%; USP1 inh: -8%

Screens: PubChem BioAssay, National Center for Advancing Translational Sciences (NCATS)

An excerpt; count on the stated rates, not on these rows.
